Bioassay records from PubChem.
NCI-60 one-dose screen, 48 h, at 10 µM unless noted. Numbers give growth in % (100 = growth as untreated, 0 = no growth, -100 = all killed).
HT29 – HT29 colon cancer; actives 7.4% (n = 81,000); AID 1794748
SNB-19 – SNB-19 CNS cancer cells. AID 1794751. actives 2.5% (n = 81,000)
SF-539 – SF-539 CNS cancer | actives 6.8% (n = 81,000) | AID 1794752
HCC-2998 – HCC-2998 colon cancer | actives 4.7% (n = 79,000) | AID 1794799
SW-620 – SW-620 colon cancer. AID 1794795. actives 5.2% (n = 82,000)
SF-268 – SF-268 CNS cancer cells; AID 1794759; actives 3.1% (n = 82,000)
SF-295 – SF-295 CNS cancer cells | actives 5.6% (n = 79,000)
KM12 – KM12 colon cancer cells; actives 5% (n = 82,000)
SNB-75 – SNB-75 CNS cancer | actives 5% (n = 79,000)
The depositor's hits bear a star; nt = not tested or not shown; & = joins results of further samples; ! = not active in a repeat. Rule for the calls: active = growth percent below 10; inactive = the rest. Only part of the results is shown, so the mix of outcomes need not match the whole.

No. | SMILES | HT29 | SNB-19 | SF-539 | HCC-2998 | SW-620 | SF-268 | SF-295 | KM12 | SNB-75
1 | O=C(Nc1cccc(F)c1)c1c(O)[nH]c(=S)[nH]c1=O | 115 | nt | 99 | 109 | 99 | nt | 81 | 97 | 93
2 | C=CCOC(Cn1ccnc1)c1ccc(Cl)cc1Cl (centres undefined) | 100&97 | 94&105 | 110&119 | 114&98 | 109&101 | 95&102 | 91&88 | 103&95 | 69&108
3 | COC(=O)C1=C(Nc2ccccc2)C(=O)OC12C(=O)Nc1ccc(Br)cc12 (centres undefined) | 112 | 97 | 107 | 113 | 83 | 100 | 107 | 100 | 75
4 | Cc1ccc(NC(=O)N2CC2)cc1NC(=O)N1CC1 | 89 | 96 | 89 | 80 | 106 | 99 | 92 | 100 | 74
5 | CC[C@H](C)[C@H](NC(=O)[C@H]1CCCCN1C)C(=O)N(C)[C@H](C[C@@H](O)c1nc(C(=O)N[C@@H](Cc2ccccc2)C[C@H](C)C(=O)O)cs1)C(C)C | 83 | 65 | 84 | 100 | 59 | 88 | 91 | 73 | 60
6 | ClCCN(CCCl)c1ccc(CCNc2ccnc3cc(Cl)ccc23)cc1 | 81 | 85 | 91 | nt | 88 | 87 | 73 | 89 | 81
7 | NC(=O)Nc1nn[nH]n1 | 96 | 103 | 99 | 97 | 109 | 98 | 96 | 102 | 80
8 | CC(=O)OC1CCC2C3C(C)CC4CC(=O)CCC4(C)C3CCC12C (centres undefined) | 89 | 104 | 123 | 60 | 91 | 89 | 105 | 100 | 83

By substructure, the compounds so far with a carbonyl joined to an NH by a bond outside any ring
No. | SMILES | HT29 | SNB-19 | SF-539 | HCC-2998 | SW-620 | SF-268 | SF-295 | KM12 | SNB-75
1 | O=C(Nc1cccc(F)c1)c1c(O)[nH]c(=S)[nH]c1=O | 115 | nt | 99 | 109 | 99 | nt | 81 | 97 | 93
4 | Cc1ccc(NC(=O)N2CC2)cc1NC(=O)N1CC1 | 89 | 96 | 89 | 80 | 106 | 99 | 92 | 100 | 74
5 | CC[C@H](C)[C@H](NC(=O)[C@H]1CCCCN1C)C(=O)N(C)[C@H](C[C@@H](O)c1nc(C(=O)N[C@@H](Cc2ccccc2)C[C@H](C)C(=O)O)cs1)C(C)C | 83 | 65 | 84 | 100 | 59 | 88 | 91 | 73 | 60
7 | NC(=O)Nc1nn[nH]n1 | 96 | 103 | 99 | 97 | 109 | 98 | 96 | 102 | 80

Other results.
No. | SMILES | HT29 | SNB-19 | SF-539 | HCC-2998 | SW-620 | SF-268 | SF-295 | KM12 | SNB-75
9 | CCOc1c(Cl)cc(CNC(C)C(O)c2ccccc2)cc1OC (centres undefined) | 53 | 92 | 83 | 81 | 43 | 67 | 48 | 55 | -16*
10 | N=Cc1c(O)n(-c2ccccc2)c(=O)n(-c2ccccc2)c1=O | 109 | 95 | 100 | 112 | 102 | 114 | 101 | 104 | 83
11 | O=[N+]([O-])c1ccc([As](=O)(O)O)cc1 | 104&99 | 100&100 | 101&111 | 102&99 | 109 | 103&122 | 111&97 | 104&109 | 91&100
12 | CCOC(=O)/C(C#N)=C/c1ccc(N(CCCl)CCCl)cc1 | 93 | 106 | 85 | 105 | 87 | 78 | 44 | 106 | 73
13 | NC1C[C@H]1c1ccccc1 (some centres undefined) | 102 | 105 | nt | 110 | 112 | 122 | 107 | 116 | 115
14 | N#Cc1c(N)nc2c(c1N)C(c1ccc(Br)cc1)c1ccc3ccccc3c1O2 (centres undefined) | 110 | 102 | 107 | 104 | 109 | 116 | 111 | 108 | 83
15 | Oc1ccc2c3c1O[C@H]1[C@@H](O)C=CC4(O)C(C2)N(CC2CC2)CCC314 (some centres undefined) | 97 | 103 | 95 | 100 | 104 | 99 | 99 | 106 | 88
16 | O=C(C(=O)N1CCCC1)c1cn(Cc2ccc(Cn3cc(C(=O)C(=O)N4CCCC4)c4ccccc43)cc2)c2ccccc12 | 59 | 83 | 98 | 95 | 90 | 86 | nt | 79 | 51
17 | Fc1cccc(NCOOC2(OOCNc3cccc(F)c3)CCCCC2)c1 | 96 | 96 | 91 | 105 | 104 | 93 | 94 | 95 | nt
18 | CC(=O)c1cc2c(cc1C)C(C)(C)C(C)CC2(C)C (centres undefined) | 95 | 107 | 109 | 106 | 112 | 100 | 103 | 102 | 97
19 | O=P(CO)(CO)CO | 92 | 106 | 99 | 81 | 105 | 105 | 101 | 98 | 105
20 | NNC(=O)c1cccnc1 | 97&97 | 106&105 | 97&105 | 102&113 | 103&106 | 97&102 | 98&100 | 101&101 | 92&95
21 | [CH3][Sn]([CH3])([Cl])[S]CCN | 106 | 99 | 102 | 110 | 110 | 103 | 86 | 97 | 94
22 | O=C(NCCNC(=O)c1ccc([As](O)O)cc1)c1ccc([As](O)O)cc1 | 112 | 106 | 102 | 100 | 95 | 103 | 107 | 100 | 88
23 | CCOc1ccc(C=C2C(=O)NC(=S)NC2=O)cc1OCC | 110 | 102 | 111 | 99 | 104 | 109 | 122 | 103 | 93
24 | ClC1(Cl)C(c2ccccc2)N1c1ccccc1 (centres undefined) | 106 | 93 | 98 | 143 | 123 | 101 | 144 | 96 | 89
25 | COc1cc(OC)c(S(=O)(=O)N(CCCl)CCCl)cc1C(=O)/C=C/c1ccc(Cl)cc1 | 79 | 65 | 51 | 97 | 49 | 73 | 89 | 23 | 38
26 | CC(=O)C(N)Cc1ccccc1 (centres undefined) | 103 | 99 | 100 | 96 | nt | 105 | 102 | 106 | 87
27 | CC[C@@H](C)C(=O)O[C@H]1[C@H](O)[C@H]2[C@@H](CN3C[C@@H](C)CC[C@H]3[C@@]2(C)O)[C@@H]2C[C@]34O[C@]5(O)[C@@H](OC(=O)[C@@](C)(O)CC)CC[C@@]3(C)[C@@H]5[C@@H](OC(C)=O)[C@@H](OC(C)=O)[C@H]4[C@@]21O | 112 | 100 | 100 | 88 | 95 | 102 | 97 | 100 | 80
28 | CC1(c2ccccc2)C(=O)NC(=O)NC1=O | 97 | 101 | 94 | 112 | 98 | 108 | 102 | 102 | 96
29 | N#Cc1c(N)nc2c(c1N)C(c1ccccc1)NC(=S)N2 (centres undefined) | 112 | 103 | 106 | 98 | 109 | 98 | 102 | 97 | 104
30 | CC(O)CCO (centres undefined) | 104 | 97 | 103 | 113 | 102 | 100 | 100 | 104 | 87
31 | CCCCn1cc(C(=O)C2C(C)(C)C2(C)C)c2ccccc21 | 85 | 108 | 100 | 100 | 101 | 102 | 95 | 90 | 113
32 | COP(=O)(OC)C(O)c1ccccc1Cl (centres undefined) | 95 | 105 | 116 | 109 | 103 | 105 | 109 | 107 | 91

Single values from above.
SF-268 with CCCCn1cc(C(=O)C2C(C)(C)C2(C)C)c2ccccc21 → 102
SNB-19 with COc1cc(OC)c(S(=O)(=O)N(CCCl)CCCl)cc1C(=O)/C=C/c1ccc(Cl)cc1 → 65

Going on with the list:
No. | SMILES | HT29 | SNB-19 | SF-539 | HCC-2998 | SW-620 | SF-268 | SF-295 | KM12 | SNB-75
33 | Cc1cc(OC(=O)N(C)C)c(Cl)cc1Cl | 105 | 107 | 101 | 106 | 110 | 104 | 103 | 107 | 96
34 | COC(=O)C1C2c3ccccc3C(c3ccccc32)C1(C)C(=O)OC (centres undefined) | 100 | 101 | 114 | 108 | 106 | 103 | 115 | 112 | 109
35 | Nc1ccc(C(F)(F)F)cc1 | 106 | 107 | 104 | 102 | 104 | 115 | 102 | 101 | nt
36 | c1ccc(N=NNc2ccccc2)cc1 | 109 | 101 | 101 | 104 | 105 | 94 | 106 | 101 | 101
37 | c1cc(OCCN2CC2)ccn1 | 108 | 102 | 106 | 112 | 102 | 108 | 114 | 107 | 90
38 | COc1c(OP2(=S)OCC(C)(C)CO2)cnn(C2CCCCC2)c1=O | 99 | 111 | 95 | 102 | 113 | 125 | 87 | nt | 78
39 | CC(C)(CCO[N+](=O)[O-])C(=O)O | 103 | 96 | 107 | 101 | 110 | 105 | 99 | 108 | 106
40 | C[C@]12Cc3cn[nH]c3C=C1CC[C@@H]1[C@@H]2CC[C@@]2(C)[C@H]1CC[C@]2(C)O | 59 | 85 | 78 | 110 | 78 | 105 | 76 | 66 | 90
41 | COc1cc2nc(Sc3nnc(N)s3)n(-c3ccc(Cl)cc3)c(=O)c2cc1OC | 108 | 88 | 98 | 90 | 107 | 103 | 88 | 95 | nt
42 | NC(Cc1ccc2c(c1)OCO2)c1ccc2c(c1)OCO2 (centres undefined) | 102 | 94 | 114 | 106 | 101 | 103 | 97 | 109 | 75
43 | CCCN1C2CC[C@@H]1c1c(nc(OC)c(C#N)c1-c1ccc(Cl)cc1)/C2=C/c1ccc(Cl)cc1 | 82 | 89 | 107 | 89 | 86 | 78 | 97 | 86 | 85
44 | O=S(Cl)C(Cl)=C(Cl)Cl (centres undefined) | 116 | 97 | 102 | 107 | 101 | 105 | 101 | 104 | 95
45 | CN1[C@@H](CCc2ccc(O)cc2)CCC[C@H]1CCc1ccc(OCCF)cc1 | 93 | 105 | 107 | 88 | 118 | 111 | 90 | 118 | 77
46 | COc1ccc(C/C(C)=C(\c2ccc(OCCN3CCOCC3)cc2)c2ccc(OC(=O)Cc3ccccc3)cc2)cc1 | -90* | 14 | -85* | -64* | -63* | -21* | -58* | -35* | nt
47 | CCN(CCCl)Cc1c2ccccc2cc2ccccc12 | 95 | 99 | 97 | 110 | 91 | 103 | 101 | 101 | 77
48 | CC[C@]12C=CCN3CC[C@]4(C(=C(C(=O)OC)C1)Nc1cc(OC)c(OC(C)=O)cc14)[C@@H]32 | 0.6* | 32 | 11 | 13 | 16 | 19 | 20 | 9.1* | 51
49 | CC[N+](CC)(CC)CCBr | 92 | 109 | 90 | 110 | 102 | 117 | 109 | 124 | 97
50 | Cc1cc(Cl)ccc1N | 116 | 105 | 96 | 105 | 100 | 83 | 89 | 99 | 86
51 | CC1CC2(C)C(=CC1=O)CCC1C3CCC(C)(O)C3(C)CC(O)C12F (centres undefined) | 105 | 105 | 110 | 102 | 112 | 98 | 114 | 102 | nt
52 | CCN(CC)CC(O)c1ccccc1 (centres undefined) | 106 | 104 | 99 | 105 | 103 | 104 | 103 | 106 | 167
53 | NC(=O)Nc1ncn[nH]1 | 104 | 105 | 104 | 106 | 106 | 104 | 101 | 104 | 97
54 | Nc1ccc(CCCCc2ccc(Cl)c(S(=O)(=O)F)c2)c(Cl)c1 | 98 | 103 | 94 | 108 | 99 | 105 | 82 | 103 | 85
55 | C[C@]12CC(C=O)=CC[C@@H]1CC[C@@H]1[C@@H]2CC[C@]2(C)[C@@H](O)CC[C@@H]12 | 98 | 104 | 101 | 106 | 102 | 99 | 94 | 104 | 107
56 | O=C(Nc1ccc(O)cc1)C(Cl)(Cl)Cl | 105 | 102 | 93 | nt | 110 | 101 | 100 | 103 | 98
57 | C[C@]12CCc3sc(Nc4ccc(F)cc4F)nc3C1=CC[C@@H]1[C@@H]2CC[C@]2(C)C(=O)CC[C@@H]12 | 30 | 74 | 50 | 72 | 7.2* | 71 | 51 | 57 | 69
58 | CC(C)N=C([Se])NC(=O)c1ccccc1 | 13 | 11 | -83* | -35* | -21* | 14 | -24* | -8.3* | -50*
59 | CCOC(=O)CCOc1ccccc1N(CCCl)CCCl | 108 | 99 | 105 | 97 | 104 | 96 | 98 | 100 | 98
60 | CC(CC(C)(C)C)C(=O)Cl (centres undefined) | 104 | 100 | 86 | 108 | 103 | 108 | 96 | 106 | 101
61 | CC(C#N)N1CCN(c2ccccc2Cl)CC1 (centres undefined) | 105 | 93 | 99 | 98 | 105 | 111 | nt | 100 | nt
62 | ClCCN(CCCl)c1ccc(C=NCCc2c[nH]c3ccccc23)cc1 | 85 | 90 | 72 | 92 | 84 | 72 | 36 | 101 | 82
63 | CCn1cc(C(O)CN(C)C)c2ccccc21 (centres undefined) | 110 | 99 | 96 | 117 | 96 | 98 | 102 | 105 | 84
64 | CCCC(C)COC(N)=O (centres undefined) | 100 | 109 | 98 | 106 | 99 | 103 | 106 | 103 | 90
65 | Cc1c([N+](=O)[O-])cc(N)cc1[N+](=O)[O-] | 102 | 114 | 108 | 101 | 98 | 100 | 103 | 107 | 83
66 | CN(C)CCCN1C[C@@H]2[C@H](C1)[C@@H]1C=C[C@H]2C1 | nt | 95 | 101 | 111 | 105 | 101 | 119 | 105 | 86
67 | C/C1=C/C(=O)O[C@@H]2C[C@@H](CC[C@H](C)/C=C\C=C\CC1)O[C@@](OCCc1ccccc1)([C@@H]1CSC(=O)N1)C2 | 8.6* | 22 | 9.8* | 56 | 59 | -43* | 18 | 58 | -63*
68 | CCCCN1CCCC[C@@H]1C(=O)N[C@H](C(=O)N(C)[C@H](C[C@@H](OC(C)=O)c1nc(C(=O)NC2CCC(C(=O)O)CC2)cs1)C(C)C)C(C)C (some centres undefined) | 95 | 103 | 100 | 109 | 102 | 103 | 102 | 101 | 93
69 | C[C@]12CCc3sc(-c4ccc(Cl)cc4)nc3C1=CC[C@@H]1[C@@H]2CC[C@]2(C)C(=O)CC[C@@H]12 | nt | 56 | 30 | 90 | 23 | 64 | 6.0* | 67 | 58
70 | NC(=O)Oc1cc(OC(N)=O)cc(N(CCCl)CCCl)c1 | 64 | 75 | 23 | 103 | 61 | 40 | nt | 82 | 49
71 | O=C1NC(=O)C(O)(O)C(=O)N1 | 110 | 94 | 106 | 105 | 106 | 103 | 90 | 95 | 95
72 | O=C(C(=O)N1CCCC1)c1cn(CCCCCCn2cc(C(=O)C(=O)N3CCCC3)c3ccccc32)c2ccccc12 | nt | 108 | 97 | 113 | 103 | 100 | 103 | 100 | 93
73 | C/C=C/CC(C)C(O)[C@H](NC(=O)[C@@H]1CCCN1C(=O)C(C)(C)NC(=O)CCCCCCCCC)C(=O)NC(C)(C)C(=O)N[C@@H](CCC(N)=O)C(=O)N[C@H](CCC(N)=O)C(=O)NC(C)(C)C(=O)NC(C)(C)C(=O)N[C@@H](CCC(N)=O)C(=O)N[C@H](CC(C)C)C(=O)N[C@H](CO)CC(C)C (some centres undefined) | 5.0* | -95*! | -100* | -5.1* | 15&33 | -46* | -75* | -59* | -83*
